# Screening results deposited in PubChem by several laboratories.
# NadD block = inhibitors of S. aureus NadD, primary screen, biochemical, colorimetric, uHTS; inhibition, % at 20 µM; AID 602399, 2012; purified NadD enzyme, colorimetric absorbance read-out; 0.78% of 360,000 active; in the data active means inhibition above about 26%; further: some compounds past the cut are filed as inactive
# FAS TE block = FAS thioesterase domain inhibitors, primary screen, biochemical, fluorescence intensity, uHTS. Fatty acid synthase (Homo sapiens), P49327. recombinant FAS-TE, OMFH fluorogenic substrate, fluorescence endpoint. inhibition, % at 15 µM. 0.67% of 360,000 active. AID 602261, 2012;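 active means compounds whose normalised, plate-corrected inhibition of enzyme fluorescence in the single-dose primary screen is 50% or more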;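 further: 0% = DMSO with enzyme and 100% = substrate without enzyme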
# Rpn11 block = Rpn11 (PSMD14) deubiquitinase inhibitors, primary screen, biochemical, fluorescence polarization, uHTS. calls only at 20 µM. 0.59% of 360,000 active. AID 588493, 2011. human 26S proteasome, Ub4-pepOG fluorescence polarization; 20S core pre-blocked with epoxomicin. 26S proteasome non-ATPase regulatory subunit 14 (Homo sapiens), O00487;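 active means inhibition at 20 µM, scaled to each plate's controls, above about 33%, limit read from the data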
# MT1-MMP act inh = blockers of MT1-MMP proenzyme processing, primary screen, HT1080 RFP-PRO-GFP cells, GFP/RFP fluorescence. Matrix metalloproteinase-14 (Homo sapiens), P50281. GFP/RFP ratio fluorescence, overnight; percent of plate control window, DMSO zero. GFP/RFP ratio change, % at 20 µM. 0.061% of 360,000 active;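 active means GFP/RFP ratio change of at least 30% with cell ATP level not reduced by more than half and red fluorescence within 50% of control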; further: strong numbers were not always called active
#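 Assay system – RFP-PRO-GFP reporter HT1080 cells · Compound dosing – single dose of 20 µM compound, 1% DMSO final · Incubation – overnight compound exposure at 37 °C · Measure – GFP/RFP fluorescence ratio · Benchmarks – DMSO wells and RFP-L50D-GFP cells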
# CSN deneddyl inh = inhibitors of CSN-mediated cullin deneddylation, primary screen, biochemical, fluorescence polarization, uHTS; COP9 signalosome complex subunit 5 (Homo sapiens), Q92905; Purified CSN, SCF-Nedd8-OG deneddylation; inhibition, % at 12.5 µM; 0.38% of 360,000 active; AID 651999, 2013;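 active means pattern-corrected inhibition above about 35%, with an unprinted fluorescence ratio check between 0.5 and 1.5, limit read from the data, passing the limit was not always enough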;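 further: 0% = enzyme with substrate and 100% = substrate without enzyme; some results filed as inactive read as strong as hits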
# Target sequence (Q92905 whole entry, looked up, one chain of several): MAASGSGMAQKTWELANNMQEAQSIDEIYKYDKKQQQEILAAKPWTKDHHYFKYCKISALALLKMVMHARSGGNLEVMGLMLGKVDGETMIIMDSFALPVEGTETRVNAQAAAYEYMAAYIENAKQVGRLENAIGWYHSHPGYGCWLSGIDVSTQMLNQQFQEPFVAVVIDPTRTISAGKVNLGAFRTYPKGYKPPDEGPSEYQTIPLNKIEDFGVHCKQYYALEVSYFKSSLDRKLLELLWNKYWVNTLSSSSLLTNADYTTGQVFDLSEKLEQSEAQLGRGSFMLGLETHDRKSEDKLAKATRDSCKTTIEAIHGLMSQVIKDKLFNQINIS
#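 assay system = purified human Csn5 enzyme expressed in HEK293T cells | amount = 0.24 nM enzyme | buffer or medium = Tris/NaCl/DTT buffer, pH 7.5 | reagent = 10 nM SCFSkp2-Nedd8OG | compound = one concentration, 12.5 µM, 0.25% DMSO | times = 90 min reaction at room temperature | signal = FP | read-out basis = % inhibition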
# PABP1 MLLE inh = inhibitors of PABP1 MLLE–PAM2 peptide binding, primary screen, biochemical, fluorescence polarization, FITC-PAM2, GST-MLLE | inhibition, % at 20 µM | 0.36% of 360,000 active; in the data active means inhibition above about 35%, passing the limit was not always enough;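 further: plate controls were DMSO wells with GST-MLLE for no effect and wells lacking GST-MLLE protein for full effect; some results filed as inactive read as strong as hits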
# Target sequence (P11940 whole entry, looked up): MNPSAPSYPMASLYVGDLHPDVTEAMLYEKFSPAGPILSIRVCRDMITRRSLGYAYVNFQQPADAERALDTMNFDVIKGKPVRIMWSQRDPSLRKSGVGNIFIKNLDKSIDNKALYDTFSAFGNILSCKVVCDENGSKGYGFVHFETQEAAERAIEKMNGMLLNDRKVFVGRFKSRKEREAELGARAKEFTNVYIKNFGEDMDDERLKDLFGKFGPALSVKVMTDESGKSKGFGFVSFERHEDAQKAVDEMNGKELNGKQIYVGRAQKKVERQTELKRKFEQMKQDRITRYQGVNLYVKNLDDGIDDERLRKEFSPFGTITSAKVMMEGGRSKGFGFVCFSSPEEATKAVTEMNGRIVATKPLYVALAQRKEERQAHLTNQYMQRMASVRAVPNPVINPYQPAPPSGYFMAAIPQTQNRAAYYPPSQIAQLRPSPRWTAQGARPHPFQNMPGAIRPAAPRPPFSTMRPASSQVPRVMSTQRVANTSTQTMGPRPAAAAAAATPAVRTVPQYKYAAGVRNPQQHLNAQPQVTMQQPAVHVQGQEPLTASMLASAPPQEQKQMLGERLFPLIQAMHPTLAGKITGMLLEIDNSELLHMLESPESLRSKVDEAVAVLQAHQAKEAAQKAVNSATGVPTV
# SKN-1 block = suppressors of acrylamide-induced Pgst-4::GFP reporter in worms, primary screen, SKN-1 inhibitor project, whole organism, uHTS, GFP/RFP fluorescence ratio, strain VP596; C. elegans VP596 Pgst-4::GFP/RFP ratio, 24 h; inhibition, % at 21.8 µM; 0.49% of 360,000 active;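 active means interference check ratio from 0.5 to 1.5 plus GFP to RFP signal ratio inhibition reaching or exceeding a fixed threshold, cut at about 30% in these data, passing the limit was not always enough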; further: some compounds called inactive have numbers as strong as hits
# Neddyl block = inhibitors of cullin neddylation, primary screen, biochemical, TR-FRET, uHTS, NAE and Ubc12 | calls only at 25 µM | 0.58% of 360,000 active | AID 651699, 2012; in the data active means inhibition above about 36%
# Rin1 Abl inh = inhibitors of Rin1-Abl protein binding, primary screen, biochemical, TR-FRET | AID 588664, 2011 | 0.4% of 360,000 active | inhibition, % at 7.35 µM; in the data active means inhibition above about 5%, passing the limit was not always enough
# * = called active by the depositor; i = inactive; . = not tested or not shown; + = active, no number; & = joins results of further samples.
No.	smiles	NadD block	FAS TE block	Rpn11 block	MT1-MMP act inh	CSN deneddyl inh
1	Cc1cc([N+](=O)[O-])ccc1NC1CCCC1	-3	16	i	-6	3
2	Cc1nn(CC(C)C)c(Cl)c1C(=O)N(c1ccc(Cl)cc1F)S(C)(=O)=O	-6	10	i	-11	0
3	COc1cccc(CN(C)C(=O)Nc2cccc(C(F)(F)F)c2)c1OC	-5	4	i	2	-4
4	O=S(=O)(c1cccc(S(=O)(=O)N2CCN(c3ncccn3)CC2)c1)N1CCOCC1	1	-4	i	1	0
5	COc1ccc(CN2C(=O)C(CC(C)C)Nc3ncnc(N4CCN(c5ccccc5)CC4)c32)cc1 (centres undefined)	7&5	17&24	i	-9&-10	0&0
6	C[C@@H]1CN([C@H](C)CO)C(=O)c2cc(Br)cnc2O[C@@H]1CN(C)C(=O)Cc1ccccc1	1	-8	i	-1	0
7	O=C(N/N=C/c1coc2ccccc2c1=O)c1cn(-c2ccccc2)nc1-c1ccccc1	36*	12	i	-5	13
8	COc1cccc(C2N(c3ccccn3)C(=O)C3CCCN32)c1OC (centres undefined)	-1	-6	i	4	0
9	O=C(CSc1nnc(NC2CCCCC2)s1)Nc1ccc(N2CCOCC2)cc1	1	-7	i	13	0
10	Cc1ccccc1OCCn1nc(C(=O)O)c2ccccc2c1=O	0	3	i	9	1

No.	PABP1 MLLE inh	SKN-1 block	Neddyl block	Rin1 Abl inh
1	1	6	i	1
2	-14	25	i	-1
3	1	14	i	-1
4	-13	9	i	5
5	0&-6	7&-1	i	3&-1
6	-9	9	i	3
7	15	-2	i	2
8	8	13	i	3
9	4	16	i	3
10	-4	19	i	0

# Additional structures:
No.	smiles	NadD block	FAS TE block	Rpn11 block	MT1-MMP act inh	CSN deneddyl inh
11	O=C(CSc1ncc(-c2ccc(F)cc2)n1Cc1ccco1)Nc1nccs1	-6	9	i	3	0
12	COc1cccc(-c2nc3ccccc3c(=O)o2)c1	-6	10	i	4	-1
13	CCOCCCNC(=S)NCCCNc1nc2c(C)cc(C)cc2cc1C#N	8	-33	i	-6	-13
14	COc1ccc(S(=O)(=O)N(CC(=O)NCc2ccco2)c2ccc(C)cc2)cc1OC	-11	-4	i	-1	4
15	O=C(CNC(=O)c1ccc(F)cc1)NCc1ccc(S(=O)(=O)N2CCOCC2)cc1	-3	-3	i	-7	-3
16	CC1CN(S(=O)(=O)c2ccc(C(=O)Nc3nccs3)cc2)CC(C)O1 (centres undefined)	-4	-7	i	.	-1
17	CCO[C@@H]1OC(C(=O)N2CCN(Cc3ccc4c(c3)OCO4)CC2)=C[C@H](c2coc3ccccc3c2=O)[C@H]1CCCO	-1	-3	i	3	-3
18	CCOC(=O)Cn1c(=NC(=O)C2COc3ccccc3O2)sc2cc(S(N)(=O)=O)ccc21 (centres undefined)	3	-1	i	0	-5
19	CCCCCN(C(=O)CCC(=O)OCC(=O)N1CCC(C)CC1)c1c(N)n(CCCC)c(=O)[nH]c1=O	10	-4	i	0	-2
20	O=C(N/N=C/c1cccc(C(F)(F)F)c1)C1CCN(c2ncc(C(F)(F)F)cc2Cl)CC1	-2	-6	i	5	-5

No.	PABP1 MLLE inh	SKN-1 block	Neddyl block	Rin1 Abl inh
11	-13	-11	i	-1
12	6	-1	i	5
13	7	21	.	-5
14	-1	-7	i	-2
15	17	-1	i	5
16	17	-7	i	4
17	9	4	i	1
18	14	-7	i	-2
19	15	9	i	0
20	3	3	i	0

# Two records picked at random from the list so far:
No.	smiles	NadD block	FAS TE block	Rpn11 block	MT1-MMP act inh	CSN deneddyl inh
12	COc1cccc(-c2nc3ccccc3c(=O)o2)c1	-6	10	i	4	-1
20	O=C(N/N=C/c1cccc(C(F)(F)F)c1)C1CCN(c2ncc(C(F)(F)F)cc2Cl)CC1	-2	-6	i	5	-5

No.	PABP1 MLLE inh	SKN-1 block	Neddyl block	Rin1 Abl inh
12	6	-1	i	5
20	3	3	i	0

# New compounds follow:
No.	smiles	NadD block	FAS TE block	Rpn11 block	MT1-MMP act inh	CSN deneddyl inh
21	COc1cc(CN2CCN(Cc3ccco3)CC2)cc(OC)c1	-9	-8	i	2	0
22	O=C(Cn1cccc1)NC1CCCCCC1	-2	-4	i	0	-3
23	c1ccc(-c2ccnc3nc(N4CCN(c5ccccc5)CC4)nn23)cc1	0	9	i	6	2
24	CN1CCN(C(=S)c2cn(Cc3ccc(F)cc3)c3ccccc23)CC1	-11	0	i	-1	0
25	O=C(CCc1nc2ccccc2c(=O)[nH]1)Nc1cccc(S(=O)(=O)N2CCCCC2)c1	1	-3	i	3	-1
26	O=C(CCN1C(=O)/C(=C/c2ccco2)SC1=S)Nc1ccc(O)cc1C(=O)O	0	-2	i	28	43*
27	CCOc1ccccc1C(C(=O)NC1CCCCC1)N(C(=O)c1csnn1)C1CC1 (centres undefined)	5	-2	i	-5	2
28	CC1(c2nnc(-c3ccc(Cl)cc3)o2)CC(c2cccc(Cl)c2)=NO1 (centres undefined)	-15	21	i	2	6
29	CCCCOc1ccc(OCCCC)c2c1NC1(N2)C(=O)N(C(C)=O)c2ccccc21	-1	4	i	-14	1
30	O=C(CCS(=O)(=O)c1ccc(Cl)cc1)OCC(=O)N1CCCCC1	2	-6	i	-4	-4

No.	PABP1 MLLE inh	SKN-1 block	Neddyl block	Rin1 Abl inh
21	11	-11	i	4
22	4	-8	i	-3
23	2	14	i	-1
24	10	3	i	-1
25	-32	3	i	5
26	11	31	i	1
27	20	-4	i	0
28	3	-2	i	2
29	-21	-1	i	1
30	2	-34	i	2

# The list continues.
No.	smiles	NadD block	FAS TE block	Rpn11 block	MT1-MMP act inh	CSN deneddyl inh
31	CCCCn1c(N)c(N(CC(C)C)C(=O)c2oc3c(Cl)cccc3c2C)c(=O)[nH]c1=O	5	3	i	-5	2
32	CCN(CC)C(=O)CN(C)S(=O)(=O)c1cccc2nsnc12	2	-4	i	8	1
33	N#Cc1c(C#N)c(-c2ccccc2)n(-c2ccccc2)c1N	-8	4	i	2	4
34	Cc1ccc(SCCNC(=O)c2ccc(CN3CCOCC3)cc2)cc1	0	-4	i	1	-8
35	COc1ccc(C(=O)C(C)OC(=O)CCN2C(=O)C3CC=CCC3C2=O)cc1 (centres undefined)	3	-2	i	-2	5
36	Cc1cc(C)c(NC(=O)c2ccc3nccnc3c2)c(C)c1	3	-7	i	-15	-1
37	CCOC(=O)N1CC(=O)Nc2ccc(Br)cc2C1c1ccccc1 (centres undefined)	-2	-7	i	-2	4
38	CCc1nc(SCC(=O)NC2CCCC2)c2oc3ccccc3c2n1	-5	-3	i	5	1
39	COc1c(OC(C)=O)c(=O)n2c3ccccc3c3ccnc1c32	2	-2	i	-63	4
40	CCOC(=O)Cn1c(C)cc(=O)c2ccccc21	7	-2	i	1	-4

No.	PABP1 MLLE inh	SKN-1 block	Neddyl block	Rin1 Abl inh
31	-30	8	i	0
32	6	-1	i	2
33	-3	7	i	0
34	4	-13	i	5
35	3	2	i	3
36	-6	7	i	0
37	9	-1	i	0
38	3	10	i	4
39	9	18	i	-4
40	5	5	i	0

# Next structures
No.	smiles	NadD block	FAS TE block	Rpn11 block	MT1-MMP act inh	CSN deneddyl inh
41	O=C1CC2(CCN(C(=O)c3ccc(Cl)cc3)CC2)Oc2ccccc21	-1	2	i	-3	5
42	O=C(O)c1[nH]c2ccc(Cl)cc2c1CC(=O)N1CCN(C(=O)c2ccco2)CC1	1	1	i	1	6
43	COc1cccc(C(=O)N2CCC(n3nccc3NC(=O)C3CCOC3)CC2)c1 (centres undefined)	-8	-4	i	-1	3
44	Cc1ccc(-c2nc3[nH]c(=O)cc(NC(=O)C(C)C)n3n2)cc1	-4	-1	i	5	0
45	O=C(/C=N/O)NCc1ccncc1	2	-8	i	-2	2
46	CN(CC(=O)Nc1ccc(Cl)cc1)C1=NS(=O)(=O)c2ccccc21	-3	1	i	-3	-1
47	O=C(CNS(=O)(=O)c1ccccc1)OCC(=O)c1ccc(Br)cc1	-8	0	i	-5	-3
48	C=C(NC(=O)C(=C)NC(=O)c1csc(C2=NC3c4csc(n4)C4NC(=O)c5csc(n5)C(C(C)(O)C(C)O)NC(=O)C5CSC(=N5)/C(=C/C)NC(=O)C(C(C)O)NC(=O)c5csc(n5)C3(CC2)NC(=O)C(C)NC(=O)C(=C)NC(=O)C(=C)NC(=O)C(C(C)C)NC2C=Cc3c(C(C)O)cc(nc3C2O)C(=O)OC4C)n1)C(N)=O (centres undefined)	4	7	i	-3	3
49	CCC(=O)Nc1nc2ccccc2n1CCN1CCOCC1	-2	-8	i	9	8
50	CC(C)(C)C(=O)Cn1c(NCCCO)nc2ccccc21	4	-14	i	7	1

No.	PABP1 MLLE inh	SKN-1 block	Neddyl block	Rin1 Abl inh
41	8	4	i	-1
42	-5	13	i	1
43	12	2	i	6
44	4	8	i	0
45	-5	21	i	-1
46	-3	5	i	3
47	-8	15	i	-2
48	-19	17	i	-1
49	-8	5	i	-2
50	-3	24	i	0

# The listing continues.
No.	smiles	NadD block	FAS TE block	Rpn11 block	MT1-MMP act inh	CSN deneddyl inh
51	CS(=O)(=O)Nc1ccc(C2=NN(C(=O)c3ccco3)C(c3ccccc3F)C2)cc1 (centres undefined)	4	-1	i	0	3
52	CCC(=O)N1CCc2cc(Br)cc(S(=O)(=O)CCC(=O)N(CC)CC)c21	-3	-4	i	0	1
53	COc1ccccc1C(=O)OCC(=O)Nc1cccc(S(=O)(=O)NC2=NCCCCC2)c1	0	-7	i	1	2
54	Cc1cccc(NC(=O)CSC(N)=O)c1C	-3	-34	i	1	4
55	O=C(COC(=O)C12CC3CC(CC(Br)(C3)C1)C2)Nc1ccc2[nH]c(=O)[nH]c2c1	2	0	i	0	-3
56	Cc1nnsc1S(=O)c1ccc(Cl)c(Cl)c1 (centres undefined)	-4	2	i	-6	1
57	O=C(Nc1cc(C(F)(F)F)ccc1N1CCOCC1)c1n[nH]c(=O)c2ccccc12	-3	2	i	3	-1

No.	PABP1 MLLE inh	SKN-1 block	Neddyl block	Rin1 Abl inh
51	-7	-2	+	5
52	-6	20	i	-2
53	-6	17	i	5
54	39*	-13	i	-1
55	-12	2	i	2
56	-5	2	i	5
57	2	-9	i	2

# Profiles, quoted from the list. Order of values: NadD block | FAS TE block | Rpn11 block | MT1-MMP act inh | CSN deneddyl inh | PABP1 MLLE inh | SKN-1 block | Neddyl block | Rin1 Abl inh
# `Cc1cccc(NC(=O)CSC(N)=O)c1C` across the screens: -3 | -34 | i | 1 | 4 | 39* | -13 | i | -1
# `CCCCOc1ccc(OCCCC)c2c1NC1(N2)C(=O)N(C(C)=O)c2ccccc21` across the screens: -1 | 4 | i | -14 | 1 | -21 | -1 | i | 1
# `Cc1cc(C)c(NC(=O)c2ccc3nccnc3c2)c(C)c1` across the screens: 3 | -7 | i | -15 | -1 | -6 | 7 | i | 0
# `C[C@@H]1CN([C@H](C)CO)C(=O)c2cc(Br)cnc2O[C@@H]1CN(C)C(=O)Cc1ccccc1` across the screens: 1 | -8 | i | -1 | 0 | -9 | 9 | i | 3
